miR122 inh – miR-122 inhibition in Huh7 cells | activation (reporter increase), % at 12.5 µM | AID 602342 | Huh7 miR-122 Renilla luciferase sensor, 48 h; neutral wells = 0, positive control = 100 | 340,000 tested, 0.3% active;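 active = mean replicate activation score at least 90 and every replicate individually at or above 90; inconclusive = only one of the two criteria met; inactive = neither criterion met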;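 note: higher luciferase means less miR-122 activity so hits act as miR-122 inhibitors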
Casp6 inh – blocks human caspase-6 cleavage activity; 350,000 tested, 0.53% active; inhibition, % at 12.5 µM; AID 686996; purified caspase-6, Z-VEID-R110 cleavage fluorescence; P55212;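 active = mean inhibition across replicates at least about 35%, with every replicate also reaching that limit, limit read from the data; inconclusive = only one of the two criteria met; inactive = neither criterion met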;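 note: 0% = median of neutral control wells and 100% = no fluorescence left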
DENV2 CPE rescue – protects cells from dengue virus 2 cytopathic effect | DENV2-infected cells, cytopathic effect rescue, plate reader | CPE inhibition, % at 9.99 µM | 350,000 tested, 1.7% active | AID 651640; in the data active = CPE inhibition above about 20%, passing the limit was not always enough; inconclusive = no clear call, values can overlap the other calls; tested in BHK-21 cells;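 note: 0% = median of neutral control wells and 100% = median of positive control wells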
ERp5 inh – ERp5 (human) disulfide isomerase inhibition; Q15084; inhibition, % at 9.99 µM; 350,000 tested, 0.05% active; ERp5 insulin aggregation, absorbance 650 nm, 90 min; AID 651711;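 active = mean replicate inhibition above about 25%, with every replicate also reaching it, limit read from the data, passing the limit was not always enough; inconclusive = only one of those two criteria met; inactive = neither criterion met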
CFTR F508del cor – CFTR F508del correction in bronchial cells; CFBE cells, YFP halide quenching; stimulated with forskolin plus potentiator P3; % fluorescence drop versus neutral controls; activity (quench increase), % at 7.58 µM; 350,000 tested, 0.36% active; AID 720511;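 active = mean added fluorescence quench of at least 8% versus neutral control, with both replicates also reaching 8%; inconclusive = only one of the mean or replicate conditions met; inactive = mean below 8% and not both replicates reaching 8%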;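 note: cells transiently co-express mutant CFTR-F508del with the halide-sensitive YFP; corrector assay measuring rescue of mutant channel to the surface after 24 h compound exposure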
SIRT5 block – sirtuin-5 (human) deacylase inhibition; Q9NXA8; Purified SirT5, succinyl-peptide AMC, trypsin-coupled fluorescence; inhibition, % at 15 µM; 330,000 tested, 1.1% active; AID 652115; in the data active = inhibition above about 15%; inconclusive = no clear call, values can overlap the other calls
ERAP1 HTS inh – inhibitors of human ERAP1 aminopeptidase; Q9NZ08; recombinant ERAP1, Leu-AMC fluorescence, 60 min; inhibition, % at 10.7 µM; 340,000 tested, 0.15% active;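 active = mean replicate inhibition of at least 30%, or all replicates individually reaching that 30% level; inactive = mean below 30% and not every replicate reaching it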;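 note: 0% = neutral control wells and 100% = L-leucinethiol positive control wells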
Target sequence (Q9NZ08 whole entry, looked up): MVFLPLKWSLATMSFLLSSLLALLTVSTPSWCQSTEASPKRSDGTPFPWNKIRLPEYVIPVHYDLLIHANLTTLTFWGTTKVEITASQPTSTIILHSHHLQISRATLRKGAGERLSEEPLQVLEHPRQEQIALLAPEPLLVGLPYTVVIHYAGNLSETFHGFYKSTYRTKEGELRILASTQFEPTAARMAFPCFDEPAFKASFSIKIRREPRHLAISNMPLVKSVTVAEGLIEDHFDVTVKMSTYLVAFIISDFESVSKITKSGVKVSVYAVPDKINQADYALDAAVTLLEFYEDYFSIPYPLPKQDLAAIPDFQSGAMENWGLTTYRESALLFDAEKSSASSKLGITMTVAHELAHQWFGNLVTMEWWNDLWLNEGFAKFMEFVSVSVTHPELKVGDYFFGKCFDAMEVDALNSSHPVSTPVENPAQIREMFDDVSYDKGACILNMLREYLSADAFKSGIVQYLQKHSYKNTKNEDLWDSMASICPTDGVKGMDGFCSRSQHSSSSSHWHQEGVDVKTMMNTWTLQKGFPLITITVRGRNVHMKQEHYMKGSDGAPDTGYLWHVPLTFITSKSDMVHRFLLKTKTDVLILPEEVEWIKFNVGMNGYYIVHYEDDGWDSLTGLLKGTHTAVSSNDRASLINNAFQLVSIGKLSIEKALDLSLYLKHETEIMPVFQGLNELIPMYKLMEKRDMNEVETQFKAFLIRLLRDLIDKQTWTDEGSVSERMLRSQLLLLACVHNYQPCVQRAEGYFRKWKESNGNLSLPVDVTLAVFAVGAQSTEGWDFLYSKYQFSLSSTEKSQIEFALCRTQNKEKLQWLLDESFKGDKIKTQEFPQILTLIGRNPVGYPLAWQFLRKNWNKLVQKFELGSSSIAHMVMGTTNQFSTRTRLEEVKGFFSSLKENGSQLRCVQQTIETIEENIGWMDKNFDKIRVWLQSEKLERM
Numbers without * were called inactive; ? = inconclusive; . = not tested or not shown; & = joins results of further samples; ! = not confirmed by another sample; [ ] = dose if it differs, or a comment.

SMILES	miR122 inh	Casp6 inh	DENV2 CPE rescue	ERp5 inh	CFTR F508del cor	SIRT5 block	ERAP1 HTS inh
CSCCC(c1nc2ccccc2[nH]1)n1c(/C=C/c2ccc(Cl)cc2)nc2ccccc21 (configuration not stated)	.	2	-13	-3	-0.8	2	-1
Cc1ccc(S(=O)(=O)N(C)C[C@@H]2Oc3c(NS(=O)(=O)c4cccs4)cccc3C(=O)N([C@H](C)CO)C[C@@H]2C)cc1	9[16.7 µM]	2	-1	11	4.8	1	3
CC(=O)Nc1ccc(S(=O)(=O)NCC2CC3CCC2C3)cc1 (configuration not stated)	44	1	11	0	1.2	2	6
CCC(C)(C)C1CCC2(CC1)NC(=S)N(c1ccccc1)N2 (configuration not stated)	.	3	-3	0	-0.1	-4	23
Cc1ccc(CN2CCC[C@]3(N[C@H](c4ccc(C(F)(F)F)cc4)[C@@H]4C(=O)N(C)C(=O)[C@@H]43)C2=O)cc1	1	6	-7	-3	2.6	-5	-2
CC1CCc2c(sc(/N=C/N(C)C)c2C#N)C1 (configuration not stated)	6	2	0	0	0.1	3	1
CCOC(=O)c1sc2nc(C)nc(NCCc3ccccn3)c2c1C	-10	0	.	7	1.4	-8	0
Cc1cc(C(F)(F)F)n2ncc(-c3cccc(Br)c3)c2n1	2	-2	-6	2	-0.9	.	.
Cc1c(-c2ccccc2)n(O)c(-c2ccc(N(C)C)cc2)[n+]1[O-]	4	2	?	2	-1.8	-3	3
CN(CC(=O)Nc1cccc(F)c1)C(=O)/C=C/c1cn(Cc2ccccc2)nc1-c1cccnc1	.	-1	0	6	2.3	0	2
Cc1nc(CCNC(=O)C2CCC(=O)N(CCc3cccc(F)c3)C2)sc1C (configuration not stated)	0	-5	3	-1	-0.6	-2	-1
CCCCC[C@H](C)N1C[C@H](COCc2ccccc2)Oc2cc(N3CC[C@@H](O)C3)ccc2S1(=O)=O	.	-2	7	6	-2.9	-14	9
Cc1noc(C)c1S(=O)(=O)N(C)C[C@H]1OCCCC[C@H](C)Oc2ccc(NC(=O)C3CCCCC3)cc2C(=O)N([C@@H](C)CO)C[C@@H]1C	8[16.7 µM]	0	8	-5	-4.8	-3	-3
C[C@H](O)[C@@H]1C(=O)N2CCc3ccc(-c4ccccc4)cc3[C@@H]2C[C@@H]1N(C)C(=S)Nc1ccc(F)cc1	25	0	3	2	-2.1	-5	-3
O=C(C1CCN(S(=O)(=O)c2ccccc2[N+](=O)[O-])CC1)N1CCOCC1	-2	0	-5	7	-0.5	0	0
CCCN1CCN(S(=O)(=O)c2ccc(-n3cnnn3)cc2)CC1	-7	0	-2	-11	1.3	0	3
O=C(O)/C(=C\c1ccc(C(F)(F)F)cc1)c1ccc(S(=O)(=O)N2CCCC2)s1	.	16	1	1	-2.5	0	-1
CC(C)c1ccc(S(=O)(=O)N2CCC(C(=O)NCc3ccco3)CC2)cc1	-2	1	6	5	-1.2	2	1
CCCCCC(=O)N1C[C@@H](O)[C@H](n2cc(-c3ccc(F)cc3)nn2)C[C@@H]1c1ccccc1	11	3	3	1	-1.8	0	11
O=[N+]([O-])c1ccccc1/C=N/N1CCN(Cc2ccccc2)CC1	-3	-3	-10	-6	-2.3	-5	0
CCCn1c(SCC(=O)Nc2ccc(S(=O)(=O)N(C)C)cc2)n[nH]c1=O	0	1	-1	-2	-1.7	-43	-4
Cc1cc(C)c(C)c(S(=O)(=O)N2CCSCC2)c1C	8	-1	?	5	0.9	-3	-1
O=C(NCc1ccccc1)C(=O)NCC(c1ccco1)N1CCN(c2ccccc2F)CC1 (configuration not stated)	.	1	-9	3	1.6	2	3
CCCNC(=O)N1C[C@@H](C)[C@H](OC)CN(C)C(=O)c2ccc(NC(=O)C3CCC3)cc2OC[C@@H]1C	.	.	1	1	2.4	-1	.
COc1ccc(CN2CCNC(=O)C2CC(=O)N(C)Cc2cc(C)no2)cc1OC (configuration not stated)	2	-2	-3	5	-0.1	-2	1
O=C(Oc1ccc(N2C(=O)C3C4CCC(C4)C3C2=O)cc1)c1ccco1 (configuration not stated)	-5	1	-1	1	0.5	1	0
O=C(COc1ccccc1Cl)NCCNC(=O)c1ccncc1	-7	0	-2	1	-1.1	0	0
O=C(CCNS(=O)(=O)c1ccccc1)N1CCCCCC1	1	-2	0	0	-0.4	5	1
Cc1noc(C)c1S(=O)(=O)N(C)C[C@@H]1Oc2ccc(NS(=O)(=O)c3ccc(Cl)cc3)cc2C(=O)N([C@H](C)CO)C[C@@H]1C	7[16.7 µM]	0	0	-4	0.1	5	0
COc1cc(OC)c(NS(=O)(=O)c2cn(C)cn2)cc1Cl	-6	-2	-3	7	-0.4	-4	-2
O=C(C1=NOC(CNc2ncc(C(F)(F)F)cc2Cl)C1)N1CCOCC1 (configuration not stated)	-7	-1	1	-2	-1.2	-2	2
C[C@@H](NC(=O)C[C@H]1C[C@@H]2c3cc(NC(=O)Nc4ccccc4F)ccc3O[C@@H]2[C@H](CO)O1)c1ccccc1	-2[16.7 µM]	1	-1	-1	1.8	2	-1
C[C@@H]1CCCCO[C@H](CN(C)C)[C@H](C)CN([C@@H](C)CO)C(=O)c2cc(NS(=O)(=O)c3ccc(F)cc3)ccc2O1	-1[16.7 µM]	-5	0	2	1.5	-2	1
C[C@H]1CCCCO[C@@H](CN(C)C)[C@@H](C)CN([C@@H](C)CO)C(=O)c2cc(NC(=O)CCC(F)(F)F)ccc2O1	2[16.7 µM]	1	1	-2	-1.1	-2	-1
COn1c(SC2CCCCC2)nc2ccccc2c1=O	4	1	.	0	.	-1	-4
CS(=O)(=O)N1CCN(c2ccc(NC(=O)c3cc4ccccc4o3)cc2)CC1	-15	-2	1	-7	1.6	-3	4
COc1ccc(NC(=S)Nc2ccccc2C(F)(F)F)cc1	4	-7	1	-2	-5.2	0	-5
O=C(NNC(=O)C1CCC(C(=O)NNC(=O)c2cccs2)CC1)c1cccs1 (configuration not stated)	.	1	17	-5	1.7	-1	.
C[C@@H]1CN([C@H](C)CO)C(=O)c2cc(NS(=O)(=O)c3ccccc3)ccc2O[C@H]1CN(C)C(=O)Nc1ccccc1	-2[16.7 µM]	-3	10	-3	1.4	-2	-1
COc1ccc(S(=O)(=O)N[C@H]2CC[C@H](CCNC(=O)c3ccccc3F)O[C@H]2CO)cc1	.	3	7	-4	0.9	-4	0

Look-ups from the results shown.
Under ERAP1 HTS inh, O=C(C1=NOC(CNc2ncc(C(F)(F)F)cc2Cl)C1)N1CCOCC1 (configuration not stated) is entered as 2
Under SIRT5 block, Cc1cc(C)c(C)c(S(=O)(=O)N2CCSCC2)c1C is entered as -3

Next section:
SMILES	miR122 inh	Casp6 inh	DENV2 CPE rescue	ERp5 inh	CFTR F508del cor	SIRT5 block	ERAP1 HTS inh
O=C(N[C@H]1C=C[C@H](CC(=O)N2CCCCC2)O[C@H]1CO)c1ccc2c(c1)OCO2	.	3	0	3	-4.9	-1	2
COc1ccc(C2OC(CCc3ccccc3)CC3=C2C(=O)OC(C)(C)O3)cc1 (configuration not stated)	0	1	?	-4	1.8	.	.
Cc1nc(SCC(=O)NCCc2ccc(Cl)cc2)nc(C)c1C	-1	-2	-7	4	0.2	-2	-1
c1ccc(-c2cccc(-c3ccccc3)n2)cc1	-6	-3	-6	-1	-7.5	-6	-2
CSc1ncc(CN2CCCCC2C(=O)Nc2ccc(Oc3ccccc3)nc2)cn1 (configuration not stated)	3	1	5	1	-1.5	-2	1
Cc1nc2ccc(C(=O)N3CCN(C(=O)c4ccco4)CC3)cn2c1N(C)C(=O)CCc1ccccc1	-2	-11	?	-4	-0.5	0	-2
Cn1c(=O)c2c(ncn2CC(=O)OCC(=O)Nc2ccc(Cl)cc2Cl)n(C)c1=O	.	-3	0	2	-1.7	-4	1
C[C@H]1CN([C@@H](C)CO)S(=O)(=O)c2ccc(Br)cc2O[C@H]1CN(C)S(=O)(=O)c1ccccc1	8	-2&1&0	0&-9&-4	6&0&-7	2.3&0.8&0.4	-8&-3&1	9&-2&1
COc1ccc(S(=O)(=O)N(C)C[C@@H]2Oc3cc(C4=CCCC4)ccc3S(=O)(=O)N([C@H](C)CO)C[C@H]2C)cc1	-6[16.7 µM]	2	-5	3	5.0	9	-2
Cc1cccc(N2CCN(C(=O)c3ccc(CNc4c(N5CCC(C)CC5)c(=O)c4=O)cc3)CC2C)c1 (configuration not stated)	.	2	-6	1	3.3	3	2
CO[C@@H]1CN(C)C(=O)c2ccc(NC(=O)Nc3c(C)noc3C)cc2OC[C@@H](C)N(CC2CC2)C[C@H]1C	.	2	12	-2	-1.2	-1	-3
CCN1CCN(CC(O)COc2ccc3c(C)cc(=O)oc3c2)CC1 (configuration not stated)	.	-13	-2	-3	-2.0	-6	6
CCOC(=O)CSc1n[nH]c(NC(=O)CC)n1	.	1	-3	-3	-0.8	6	-4
Cc1ccc(C)c(NC(=O)c2cc(-c3cc(C)c(C)cc3O)n[nH]2)c1	-5	-5	4	3	-0.3	-6	4
CCc1nnc(NC(=O)CN2CCN(Cc3ccc(F)cc3)CC2)s1	-1	-2	6	3	2.5	.	-3
COc1ccccc1N(C)S(=O)(=O)c1ccc(C(=O)NCCc2ccc(F)cc2)cc1	-2	-3	1	2	-1.0	-3	-2
Cc1cc(/C=N/NC(N)=S)c(C)n1-c1cccc(Cl)c1	.	-5	-2	2	0.9	-3	-5
CN(C)CCN1CCN(c2cc(-c3cccc(Cl)c3)nc3ccnn23)CC1	0	-106	11	-3	-1.4	.	-2
COc1cccc(NC(=O)N2[C@@H]3CNC[C@H]2C3c2ccc(-c3ccccc3)cc2)c1 (some centres not stated)	.	-2&-1	99*!	0&-1	0.4&-3.1	-6&1	0&4
COc1ccccc1N(C)S(=O)(=O)c1ccc(Cl)c(C(=O)N2CCC2)c1	.	3	1	-3	1.1	-3	4
COc1ccc(NC(=S)NCc2ccc3c(c2)OCO3)cc1	2	-3	8	1	.	-4	-1
Cc1cccc(S(=O)(=O)N[C@H]2CC[C@H](CCNC(=O)CCN3CCCCC3)O[C@H]2CO)c1	.	-4	7	3	1.9	-2	2
O=C(C[C@H]1C[C@H]2c3cc(NC(=O)Nc4ccccc4F)ccc3O[C@H]2[C@@H](CO)O1)NC1CCCC1	5[16.7 µM]	0	2	-2	-2.0	-5	-4
Cc1ccc(NC(=S)N(CCCN2CCOCC2)Cc2ccco2)cc1	0	-8	-4	2	2.0	14	-8
O=C(Nc1cccc(Cl)c1)c1ccc(NCC2CCCO2)c([N+](=O)[O-])c1 (configuration not stated)	6	-2	4	-2	.	3	-1
COc1ccc(CCN2C(=O)NC(NS(=O)(=O)c3ccc(N)cc3)(C(F)(F)F)C2=O)cc1OC (configuration not stated)	.	3	1	3	.	9	9
COc1cc(/C=C/C(=O)O)cc(S(=O)(=O)NNC(=O)c2cc(C)oc2C)c1OC	0	14	17	4	-0.8	2	1
CCC(=O)Nc1c2c(nn1-c1ccccc1)CSC2	0	4	0	-4	-1.1	-2	-1
O=c1sc2ccccc2c(N2CCN(c3ccccc3)CC2)c1[N+](=O)[O-]	.	18	1	-5	-0.9	0	4
CC(=O)c1ccc(Oc2cnccn2)cc1	.	0	-1	0	.	-3	5
C[C@H](NC(=O)C[C@@H]1C=C[C@@H](NC(=O)c2cccnc2)[C@@H](CO)O1)c1ccccc1	.	-6	-7	0	-2.0	1	6
O=C(NCCc1nc2ccccc2[nH]1)/C(=C/c1ccc2c(c1)OCO2)NC(=O)c1ccccc1	-6	9	5	-1	-1.0	1	3
CSc1ncc(C(=O)Nc2cccnc2)c(C(F)(F)F)n1	2	2	4	-1	-1.1	-5	3

Gathered by group, the entries above with bromine
SMILES	miR122 inh	Casp6 inh	DENV2 CPE rescue	ERp5 inh	CFTR F508del cor	SIRT5 block	ERAP1 HTS inh
Cc1cc(C(F)(F)F)n2ncc(-c3cccc(Br)c3)c2n1	2	-2	-6	2	-0.9	.	.
C[C@H]1CN([C@@H](C)CO)S(=O)(=O)c2ccc(Br)cc2O[C@H]1CN(C)S(=O)(=O)c1ccccc1	8	-2&1&0	0&-9&-4	6&0&-7	2.3&0.8&0.4	-8&-3&1	9&-2&1

Screens as filed in PubChem.

Compounds were not picked by outcome; any-hit rate near 4%.
